Compound activity: PubChem, several laboratories
MEX-5 binding: MEX-5 zinc finger RNA-binding disruptors – biochemical, C. elegans, fluorescence polarization, MLPCN library, primary screen; Zinc finger protein mex-5 (Caenorhabditis elegans), Q9XUB2; AID 1832, 2009; 300,000 compounds, 0.38% hits; activity score (negative = inhibition of binding), % at 10 µM; MEX-5/FITC-TCR2 RNA binding; active compounds read low;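 active means inhibition past about -25% in most replicates, and total fluorescence under double the plate's negative control median, limit read from the data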;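 further: 0% = DMSO and -100% = 5 µM competing unlabeled TCR2 RNA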
Target sequence (Q9XUB2 whole entry, looked up): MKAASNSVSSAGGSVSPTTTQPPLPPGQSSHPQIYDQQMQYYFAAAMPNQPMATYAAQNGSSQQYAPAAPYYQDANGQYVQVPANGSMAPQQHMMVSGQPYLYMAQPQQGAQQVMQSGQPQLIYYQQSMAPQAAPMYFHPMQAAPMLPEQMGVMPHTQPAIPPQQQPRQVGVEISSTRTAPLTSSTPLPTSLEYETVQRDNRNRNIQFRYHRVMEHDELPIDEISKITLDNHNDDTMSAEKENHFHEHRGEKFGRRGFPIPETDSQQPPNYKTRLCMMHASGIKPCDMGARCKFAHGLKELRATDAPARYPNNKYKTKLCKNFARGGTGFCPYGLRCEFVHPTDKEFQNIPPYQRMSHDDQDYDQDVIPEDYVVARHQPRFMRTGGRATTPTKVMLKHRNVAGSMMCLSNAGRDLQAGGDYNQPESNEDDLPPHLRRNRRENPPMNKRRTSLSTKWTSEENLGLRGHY
MCL1 BIM primary: inhibitors of MCL1 binding to BIM-BH3, primary screen, biochemical, fluorescence polarization | Induced myeloid leukemia cell differentiation protein Mcl-1 (Homo sapiens), Q07820 | GST-MCL1 / FITC-Bim-BH3 fluorescence polarization | inhibition, % at 10.9 µM | 320,000 compounds, 0.68% hits;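 active means inhibition above the mean inhibition of all tested compounds plus 3 SD, set per campaign, cut at about 40% in these data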;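 further: 0% = DMSO wells and 100% = unlabeled Bim-BH3 peptide control; higher means more loss of mP so more displacement of Bim peptide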
Bcl-xL primary: inhibitors of human Bcl-xL, primary screen, biochemical, fluorescence polarization, HTS. Bcl-2-like protein 1 (Homo sapiens), Q07817. GST-Bcl-xL / FITC-Bim BH3 peptide fluorescence polarization. inhibition, % at 10.9 µM. 320,000 compounds, 0.7% hits. AID 2129, 2009;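 active means inhibition above the mean of all tested compounds plus 3 SD, cutoff set per campaign, cut at about 30% in these data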;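 further: 0% = DMSO wells and 100% = unlabeled Bim-BH3 peptide competitor; inhibitors lower millipolarization by displacing the labeled peptide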
GLD-1 TGE inh: GLD-1/TGE RNA complex disruptors, primary screen, biochemical, fluorescence polarization. Female germline-specific tumor suppressor gld-1 (Caenorhabditis elegans), Q17339. purified GLD-1 + fluorescein TGE RNA. inhibition, % at 5.96 µM. 320,000 compounds, 0.44% hits;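 active means percent inhibition above a per-plate cutoff, the plate mean of test compounds plus 3 SD, cut at about 30% in these data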;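 further: 0% = DMSO wells with GLD-1 and probe and 100% = wells lacking GLD-1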
GSTO1 counter: inhibitors of recombinant GSTO1, primary screen, counter-screen for RBBP9 inhibitor project, biochemical, fluorescence polarization. 300,000 compounds, 1.1% hits. activity-based probe fluorescence polarization. Glutathione S-transferase omega-1 (Homo sapiens), P78417. inhibition, % at 5.96 µM;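 active means inhibition above the campaign mean inhibition plus 3 SD, cut at about 35% in these data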;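 further: 0% = GSTO1-1 with DMSO and 100% = wells lacking GSTO1-1 enzyme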
PME-1 primary: PME-1 inhibitors via competitive probe labeling, primary screen, biochemical, fluorescence polarization, FP-Rh probe, HTS | Protein phosphatase methylesterase 1 (Homo sapiens), Q9Y570 | recombinant PME-1 | inhibition, % at 5.9 µM | 320,000 compounds, 0.53% hits;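 active means inhibition above the campaign mean of all compounds plus 3 SD, cut at about 26% in these data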;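 further: competitive labeling of PME-1 active site by serine hydrolase directed probe; 0% = PME-1 with DMSO and 100% = wells lacking PME-1 enzyme; inhibitors block probe labeling so polarization falls and inhibition rises; many of its hits are not listed in these tables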
Target sequence (Q9Y570 whole entry, looked up): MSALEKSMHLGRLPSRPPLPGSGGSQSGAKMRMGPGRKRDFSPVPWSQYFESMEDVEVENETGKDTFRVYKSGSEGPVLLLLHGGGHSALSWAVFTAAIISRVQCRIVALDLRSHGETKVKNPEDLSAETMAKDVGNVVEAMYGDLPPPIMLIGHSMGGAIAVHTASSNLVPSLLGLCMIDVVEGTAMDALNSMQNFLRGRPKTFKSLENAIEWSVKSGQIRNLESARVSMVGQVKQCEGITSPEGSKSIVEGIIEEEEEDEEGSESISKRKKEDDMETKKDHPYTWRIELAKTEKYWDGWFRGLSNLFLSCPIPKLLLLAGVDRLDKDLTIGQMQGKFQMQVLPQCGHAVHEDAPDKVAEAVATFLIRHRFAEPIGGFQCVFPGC
PAD4 FP inh: human PAD4 inhibitors, primary screen, biochemical, fluorescence polarization, 1536-well format; inhibition, % at 6.36 µM; recombinant PAD4, RCA probe fluorescence polarization; AID 485272, 2010; 330,000 compounds, 0.41% hits;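 active means percent inhibition above a cutoff equal to the mean of all tested compounds plus 3 SD, cut at about 15% in these data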;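 further: 0% = PAD4 with RCA probe and DMSO and 100% = probe without PAD4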
TPT1 inhibitor: Candida albicans TPT1 enzyme inhibitors, primary screen, biochemical, fluorescence polarization; tRNA 2'-phosphotransferase TPT1 (Candida albicans SC5314); recombinant caTPT1, FP RNA substrate dephosphorylation; inhibition, % at 5 µM; 300,000 compounds, 0.81% hits; AID 1962, 2009;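 active means inhibition above the mean of all tested compounds plus 3 SD, set per screening campaign, cut at about 24% in these data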;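 further: plate controls were DMSO alone for no effect and ferristatin control at 100 nM for full effect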
Fam108B counter: mouse Fam108B serine hydrolase inhibitors, primary screen, counter-screen for RBBP9 inhibitor project, biochemical, fluorescence polarization. recombinant Fam108B, FP-Rh probe fluorescence polarization. inhibition, % at 9.51 µM. 300,000 compounds, 0.33% hits. AID 1947, 2009;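 active means inhibition above the screen mean inhibition plus 3 SD, computed separately per campaign, cut at about 18% in these data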;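 further: inhibitors lower polarization as less probe binds the enzyme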
* hit, by the source's call; x = not tested or not shown. This is a subset. The share of hits here may be higher or lower than overall.

SMILES	MEX-5 binding	MCL1 BIM primary	Bcl-xL primary	GLD-1 TGE inh	GSTO1 counter	PME-1 primary	PAD4 FP inh	TPT1 inhibitor	Fam108B counter
CSc1ccc(CCNC(=O)c2cc(C)nn2-c2ccccc2)cc1	0.9	3	2	4	-5	2	-2	-2	2
COC(=O)c1ccc(N)nc1	0.4	1	4	1	3	7	-4	-1	-3
CCOc1cc(/C=C2\SC(N3CCCCC3)=NC2=O)ccc1O	22	-9	-3	-87	-6	5	2	13	5
CC1(C)Cc2noc(N)c2C(C)(C)N1OC(=O)c1cccs1	0.1	-1	3	7	0	7	4	-4	4
Cc1[nH]c2ccc(OC(=O)N3CCOCC3)cc2c1C(=O)OC(C)C	0.5	-4	-4	3	-5	3	1	3	0
O=C(C1CCC(CNc2c(N3CCCCC3)c(=O)c2=O)CC1)N1CCCCC1 (stereo not drawn)	0.8	2	7	6	-3	-2	5	-2	0
COc1nc(NCc2ccco2)nc(N2CCC(C)CC2)n1	2.4	-7	0	-3	-13	3	-2	-2	4
O=S1(=O)N=C(Nc2nncs2)c2ccccc21	0.0	8	-5	7	13	6	-2	0	6
COc1ccc(-c2nnc(N3CCC(C)CC3)c3ccccc23)cc1	-0.2	1	4	1	0	0	4	-3	0
COc1ccc(C(=O)Nc2ccc(N3CCN(C(=O)c4ccccc4)CC3)cc2)cc1[N+](=O)[O-]	1.5	1	0	9	-1	-3	0	2	3
CC1=CC(C)(C)NC(=S)N1NC(=O)c1ccccc1Cl	-0.8	2	5	2	0	2	1	-2	0
COc1ccc(OCCCC(=O)N(C)CC(=O)Nc2ccccc2Cl)cc1	1.2	13	5	-6	-2	2	1	0	5
Cc1c(C(=O)NCCSCc2cccc(C(F)(F)F)c2)cnn1-c1ccc(Cl)cc1	-0.5	4	4	9	-4	-2	-1	-1	0
CC(C)CC(=O)Nc1ccc2ccccc2c1	-0.4	3	4	6	-1	1	7	1	5
Cc1ccc(C(=O)NCCc2nnc3ccc(SCC(=O)N4CCCCC4)nn23)cc1	0.4	-6	-1	-4	4	3	-9	0	0
CC1CCN(c2nc3ccccc3n2CC(=O)c2ccccc2)CC1	1.3	-2	0	-3	3	-1	0	-4	-2
Cc1cc(C)n(C(C)n2nc(C)cc2C)n1	1.9	-1	6	7	1	1	3	4	4
CN=C(Nc1cc(Cl)ccc1Cl)SC1CC(=O)N(c2ccc(C(=O)OC)cc2)C1=O (stereo not drawn)	-0.4	5	4	4	-19	-80	-2	-3	-44
CC1CC(C)CN(C(=O)c2ccc3c(c2)N(Cc2ccccc2)CCS3)C1 (stereo not drawn)	-1.8	6	1	2	5	23	-3	2	2
N#CCCCC#Cc1ccc2c(c1)COc1c3ccccc3nn1-2	-0.7	-5	5	-5	0	0	0	-1	-5
COc1ccc(OC)c(N/C(C)=C/C(=O)c2ccc(C)o2)c1	-3.0	2	7	0	4	-7	-10	3	7
COC1(OC)N=C(N)C2(C#N)C(c3ccccc3)NC(C)=CC12C#N (stereo not drawn)	-5.9	10	11	6	-4	1	-1	-2	-6
CCCS(=O)(=O)N1CCN=C1SCc1cccc(F)c1	-4.1	-6	5	-2	2	3	-1	2	-3
O=C(NCCS(=O)(=O)NCc1ccccc1)c1ccccc1	0.2	-1	-4	2	-2	-3	5	1	1
Cc1ccc(N2CN=C(c3ccccc3)NC2=S)cc1	0.3	15	5	5	-4	0	0	-2	-5
COc1ccc(-c2nc(CS(=O)CC(=O)NCCCN3CC(C)CC(C)C3)c(C)o2)cc1OC (stereo not drawn)	0.7	5	4	3	-4	-10	-1	-1	2
CCC1C(=O)NCCN1C(=O)CCc1nnc(CCc2ccc(OC)cc2)o1 (stereo not drawn)	-1.2	4	6	2	-2	6	-1	-3	0
Cc1ccc(N2C(S)=C(C#N)C(=O)NC2c2ccco2)cc1 (stereo not drawn)	-1.4	-3	-1	8	8	-6	0	3	2
CC1CCC(NC(=O)CCS(=O)(=O)c2ccc3c(c2)NC(=O)CS3)CC1 (stereo not drawn)	-0.4	1	5	-6	8	-6	-4	4	0
C=CCn1c(COc2ccccc2-c2ccccc2)nnc1SCC(=O)NC(=O)NCc1ccco1	-0.2	-6	-7	7	0	2	-3	1	0
COc1ccc(-c2nc3ccccc3c(=O)n2CCOc2cccc(C)c2C)cc1	1.4	-4	-1	2	1	0	2	-2	-3
COc1ccc2oc(C(=O)Nc3nc4ccccc4[nH]3)c(C)c2c1	-1.0	11	0	-3	-3	-65	-1	2	-18
N#Cc1ccc(C(=O)Nc2ccc(S(=O)(=O)NC3=NCCCCC3)cc2)cc1	1.8	-8	-5	-5	2	0	-3	-2	-3
O=c1oc2ccc(NS(=O)(=O)c3cccc4cccnc34)cc2s1	-0.2	4	2	-1	31	8	36*	-3	5
COc1ccccc1C(CNC(=O)C1CC(=O)N(Cc2ccc(C)cc2)C1)N1CCCC1 (stereo not drawn)	1.3	4	3	5	-6	2	3	0	3
CCN=C1SC(CC(=O)Nc2ccccc2OCC)C(=O)N1CC (stereo not drawn)	0.7	4	1	-3	4	6	-5	1	5
c1ccc2nc3c(nc2c1)c1ccccc1n3CCN1CCOCC1	-3.2	0	5	10	-5	-2	-3	-1	2
CCNc1c(NS(=O)(=O)c2ccc([N+](=O)[O-])cc2)c(=O)oc2ccccc12	1.6	5	-1	-2	-3	-4	0	4	1
O=S(=O)(c1ccc(Cl)cc1)c1nc(-c2ccco2)oc1N1CCOCC1	x	3	2	-2	1	4	0	-2	3
COCCNC(=O)C(=O)NNC(=O)CCc1ccccc1	-4.5	4	8	1	4	-2	13	-2	-2
CCOC(=O)c1cc(C)n(-c2ccc(OC)c(OC)c2)c1C	-2.2	-3	1	-8	1	3	0	-6	2
O=C(Nc1cccc(C(=O)O)c1)/C(=C\c1ccccc1)NC(=O)c1ccccc1	-0.3	1	3	-1	-4	-3	0	0	-2
Cc1ccc(C)c(NC(=O)c2oc(=O)c3ccccc3c2-c2ccccc2)c1	-0.7	5	3	2	0	-7	0	4	-14
CN(Cc1ccc(Cl)c(Cl)c1)C(=O)c1cccc(S(=O)(=O)N2CCN(Cc3ccccc3)CC2)c1	x	-9	-1	4	x	2	-4	x	x
COC(=O)c1ccc(-c2ccco2)n1Cc1ccccc1Cl	2.6	-1	8	7	-3	-2	2	-1	-2
S=c1[nH]nc(C2CCCCC2)n1/N=C/c1c(Cl)cccc1Cl	-0.9	-14	-8	2	1	-9	0	-7	-2
N#Cc1nc(-c2ccc(OCc3ccccc3)cc2)oc1NCc1cccnc1	0.9	-3	1	6	-4	13	1	-3	10
Cc1cc2c(ncn2C)c(NS(=O)(=O)c2ccccc2Cl)c1C	-2.2	-5	-1	3	1	-1	1	-1	-4
COc1ccc(C(=O)Nc2cc(C(F)(F)F)ccc2Cl)cc1OC	-0.1	8	2	-4	-5	-3	5	-3	5
COc1ccc(CC(=O)NC2CCSc3ccccc32)c(OC)c1 (stereo not drawn)	-1.9	-2	0	1	6	-2	5	1	0
CC1CCCCC1NCc1cccc([N+](=O)[O-])c1 (stereo not drawn)	-3.0	0	3	-6	7	-4	6	-1	2
Cc1cc(S(=O)(=O)Nc2ccc(C(=O)NCC(C)(C)N3CCOCC3)cc2)ccc1F	-3.0	1	-4	4	0	-5	1	-5	-5
COC(=O)c1cccc(Cn2c(Cl)c(/C=N/NC(=O)c3ccco3)sc2=O)c1	-2.1	-8	-3	-10	-16	-1	-11	11	-4
Cc1cc2oc(=O)c3c(c2cc1OCc1nn[nH]n1)CCCC3	-1.3	13	14	4	-8	4	1	-2	2
N#CCCn1cc(C(=O)Nc2cccc(C(=O)O)c2)c(-c2ccc(Cl)cc2)n1	0.2	5	4	0	0	-1	0	-3	2
CNC(=O)/C(C#N)=C/c1c(N2CCN(C)CC2)nc2c(C)cccn2c1=O	2.8	-1	-4	4	-3	1	-1	0	0
CN1CCN(S(=O)(=O)c2cccc(C(=O)NC3CCCc4ccccc43)c2)CC1 (stereo not drawn)	-1.0	-4	2	-6	-4	5	-3	1	0
Cc1ccc(NC(=O)CN2CCc3ccccc3C2)cc1	1.3	0	3	-1	11	-5	0	-4	2

Filtered by structure: the compounds so far containing an aryl methoxy group (13)
SMILES	MEX-5 binding	MCL1 BIM primary	Bcl-xL primary	GLD-1 TGE inh	GSTO1 counter	PME-1 primary	PAD4 FP inh	TPT1 inhibitor	Fam108B counter
COc1nc(NCc2ccco2)nc(N2CCC(C)CC2)n1	2.4	-7	0	-3	-13	3	-2	-2	4
COc1ccc(-c2nnc(N3CCC(C)CC3)c3ccccc23)cc1	-0.2	1	4	1	0	0	4	-3	0
COc1ccc(C(=O)Nc2ccc(N3CCN(C(=O)c4ccccc4)CC3)cc2)cc1[N+](=O)[O-]	1.5	1	0	9	-1	-3	0	2	3
COc1ccc(OCCCC(=O)N(C)CC(=O)Nc2ccccc2Cl)cc1	1.2	13	5	-6	-2	2	1	0	5
COc1ccc(OC)c(N/C(C)=C/C(=O)c2ccc(C)o2)c1	-3.0	2	7	0	4	-7	-10	3	7
COc1ccc(-c2nc(CS(=O)CC(=O)NCCCN3CC(C)CC(C)C3)c(C)o2)cc1OC (stereo not drawn)	0.7	5	4	3	-4	-10	-1	-1	2
CCC1C(=O)NCCN1C(=O)CCc1nnc(CCc2ccc(OC)cc2)o1 (stereo not drawn)	-1.2	4	6	2	-2	6	-1	-3	0
COc1ccc(-c2nc3ccccc3c(=O)n2CCOc2cccc(C)c2C)cc1	1.4	-4	-1	2	1	0	2	-2	-3
COc1ccc2oc(C(=O)Nc3nc4ccccc4[nH]3)c(C)c2c1	-1.0	11	0	-3	-3	-65	-1	2	-18
COc1ccccc1C(CNC(=O)C1CC(=O)N(Cc2ccc(C)cc2)C1)N1CCCC1 (stereo not drawn)	1.3	4	3	5	-6	2	3	0	3
CCOC(=O)c1cc(C)n(-c2ccc(OC)c(OC)c2)c1C	-2.2	-3	1	-8	1	3	0	-6	2
COc1ccc(C(=O)Nc2cc(C(F)(F)F)ccc2Cl)cc1OC	-0.1	8	2	-4	-5	-3	5	-3	5
COc1ccc(CC(=O)NC2CCSc3ccccc32)c(OC)c1 (stereo not drawn)	-1.9	-2	0	1	6	-2	5	1	0
